Candida biofilm: clotrimazole potentiators killing Candida biofilms, primary screen, with clotrimazole, Alamar Blue; C. albicans biofilm + clotrimazole; inhibition, % at 6 µM; 85,000 compounds, 0.14% hits; AID 834, 2007;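 active means inhibition above 20%; inactive means inhibition below 20%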;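 further: preformed 24 hr biofilms exposed to compound for 48 hr; 0% = biofilm without compound and 100% = blank killed by clotrimazole plus chlorhexidine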
ERa coact pot: enhancers of ERα–SRC-1 coactivator binding, primary screen, biochemical, TR-FRET, ERα LBD, low estradiol; Estrogen receptor (Homo sapiens), P03372; TR-FRET ERalpha-LBD/SRC-Cy5 coactivator binding, 2 h; 100 = basal binding, no effect; coactivator binding (% of control), % at 25.6 µM; 86,000 compounds, 1.3% hits; in the data active means activity above about 200%;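 further: binding measured in presence of low estradiol as agonist stimulus; 0% = peptide alone without receptor and 100% = receptor with peptide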
CD11b adhes enh: enhancers of CD11b/CD18 adhesion to fibrinogen, primary screen, K562 cells, luminescence | 93,000 compounds, 0.07% hits | ATPlite luminescence | Integrin beta-2 (Homo sapiens) + Integrin alpha-M (Homo sapiens), P05107+P11215 | AID 1499, 2009 | activation, % at 10 µM;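 active means 10 µM primary screen giving 50% or more activity, confirmed by 40% or more on retest at that dose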; further: strong numbers were not always called active; reference of the scale not given here
MT1-MMP txn act: MT1-MMP promoter reporter activation – cell-based, luciferase luminescence, primary screen; HT1080 MT1-MMP promoter luciferase reporter, overnight; hits give high values; activation factor at 10 µM; 86,000 compounds, 0.16% hits; AID 750, 2007;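 active means activation factor of at least 2 for MT1-MMP transcription at 10 µM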
Mac1 fbg inh: inhibitors of CD11b/CD18 adhesion to fibrinogen, primary screen, K562 cells, luminescence; Integrin beta-2 (Homo sapiens) + Integrin alpha-M (Homo sapiens), P05107+P11215; ATPlite luminescence; Mn2+ added to activate the integrin; inhibition, % at 10 µM; 93,000 compounds, 0.54% hits; AID 1497, 2009;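 active means primary inhibition of 50% or more at 10 µM, then 40% or more on retest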; further: some results filed as inactive read as strong as hits
ERb SRC1 inh: inhibitors of ERβ-SRC1 coactivator interaction, primary screen, biochemical, TR-FRET, ERβ LBD, SRC-1 peptide; TR-FRET ER-beta LBD / SRC1-Cy5 peptide binding; receptor agonist-loaded with 1 µM estradiol; inhibition, % at 25.6 µM; 86,000 compounds, 1.3% hits;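 active means compounds whose percent inhibition of the receptor-coactivator binding signal exceeds about 50% in the single-dose screen, limit read from the data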;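 further: 0% = receptor plus peptide wells without compound and 100% = peptide-only wells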
Target sequence (Q92731 whole entry, looked up, the tested form may be a part): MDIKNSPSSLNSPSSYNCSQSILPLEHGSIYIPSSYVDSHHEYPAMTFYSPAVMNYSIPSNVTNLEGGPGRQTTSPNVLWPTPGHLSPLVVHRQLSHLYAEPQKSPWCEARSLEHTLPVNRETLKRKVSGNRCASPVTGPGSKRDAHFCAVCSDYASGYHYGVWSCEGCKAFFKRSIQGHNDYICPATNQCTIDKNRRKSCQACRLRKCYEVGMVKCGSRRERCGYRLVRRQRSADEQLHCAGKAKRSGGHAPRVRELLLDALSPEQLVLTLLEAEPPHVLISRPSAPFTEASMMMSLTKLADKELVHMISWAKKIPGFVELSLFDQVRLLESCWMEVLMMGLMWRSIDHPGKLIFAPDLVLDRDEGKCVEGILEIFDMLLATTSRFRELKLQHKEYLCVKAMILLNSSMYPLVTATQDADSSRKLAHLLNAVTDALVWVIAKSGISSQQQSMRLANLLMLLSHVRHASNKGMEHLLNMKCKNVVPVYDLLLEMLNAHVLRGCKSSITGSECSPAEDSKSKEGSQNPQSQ
sEH act: soluble epoxide hydrolase activators, primary screen, biochemical, human sEH; Bifunctional epoxide hydrolase 2 (Homo sapiens), P34913; purified human sEH enzymatic activity, activator screen; activation, % at 2 µM; 91,000 compounds, 0.04% hits; AID 717, 2007; in the data active means activation above about 37%; further: values of inactives mirror those of a sister screen read the other way
Smad3 inh: Smad3/FoxH1 peptide binding inhibitors, primary screen, biochemical, TR-FRET | Mothers against decapentaplegic homolog 3 (Homo sapiens), P84022 | TR-FRET Smad3/Dy647-FoxH1 peptide binding, europium anti-His | inhibition, % at 25 µM | 88,000 compounds, 0.29% hits | AID 630, 2007;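 active means compounds that reduce the energy-transfer binding signal between the protein and its labelled peptide by more than half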;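 further: 0% = Smad3 plus labelled peptide maximal FRET and 100% = peptide-only background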
Target sequence (P84022 whole entry, looked up): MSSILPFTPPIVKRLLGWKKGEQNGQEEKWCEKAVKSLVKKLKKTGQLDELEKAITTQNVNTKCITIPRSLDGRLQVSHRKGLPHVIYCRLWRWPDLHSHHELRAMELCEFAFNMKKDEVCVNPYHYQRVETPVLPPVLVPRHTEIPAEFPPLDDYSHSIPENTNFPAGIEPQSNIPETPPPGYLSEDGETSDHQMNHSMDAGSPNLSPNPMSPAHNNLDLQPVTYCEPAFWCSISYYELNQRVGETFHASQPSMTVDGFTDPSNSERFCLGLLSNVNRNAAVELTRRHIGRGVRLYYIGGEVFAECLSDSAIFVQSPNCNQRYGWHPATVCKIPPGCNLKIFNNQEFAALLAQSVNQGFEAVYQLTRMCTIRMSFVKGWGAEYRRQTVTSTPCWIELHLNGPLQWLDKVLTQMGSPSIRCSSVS
sEH inhibitor: soluble epoxide hydrolase inhibitors, primary screen, biochemical, human sEH. Bifunctional epoxide hydrolase 2 (Homo sapiens), P34913. inhibition, % at 2 µM. 91,000 compounds, 0.34% hits. recombinant human sEH enzymatic activity assay; in the data active means inhibition above about 80%; further: values of inactives mirror those of a sister screen read the other way; many of its hits are not listed in these tables
Active calls of the source: *; . = no result given; [ ] = dose if it differs, or a comment. An excerpt; count on the stated rates, not on these rows.

SMILES	Candida biofilm	ERa coact pot	CD11b adhes enh	MT1-MMP txn act	Mac1 fbg inh	ERb SRC1 inh	sEH act	Smad3 inh	sEH inhibitor
COc1ccccc1-n1cnnc1SCC(=O)c1ccc[nH]1	-7	75[fluorescence artefact?]	2	1.3	-23	10	4	-1	-2
Clc1ccccc1Sc1cnc2ccccc2n1	4	126	5	.	9	-15	-14	3	15
CC(c1nnc(SCC(=O)N2CC(=O)Nc3ccccc32)n1Cc1ccccc1)N(C)C (stereo unspecified)	4	100	-1	1.1	3	-3	-9	48	8
Cc1ccc(S(=O)(=O)Nc2nc3n(n2)C(c2ccc(Cl)cc2)CC(=O)N3)cc1 (stereo unspecified)	.	.	-1	.	-7	.	3	.	1
O=C(CCCn1c(=S)[nH]c2cc3c(cc2c1=O)OCO3)N1CCN(c2ccccc2)CC1	-4	96	0	1.1	-11	14	-6	2	6
O=c1[nH]c2ccccc2c(=O)n1Cc1ccccc1	6	110	-3	.	7	-2	1	8	0
COc1ccc(-c2nn(C)c(=O)c3ccccc23)cc1CNC(=O)CN1CCOCC1	2	81	.	1.3	.	-9[fluorescence artefact?]	-4	-2	7
CC(=O)OC1CC(C)(C)N(OC(=O)CCCN2C(=O)c3ccccc3C2=O)C(C)(C)C1	4	88	-3	1.1	-6	1	.	5	.
CN(Cc1c(F)cccc1Cl)c1ccc(S(=O)(=O)N2CCOCC2)cn1	3	108	-2	1.1	-5	-3	22	-1	-24
CC1=CC(C)(C)NC(=S)N1c1ccccc1	-3	122	0	1.1	-50	-6	-4	-5	1
CC1(c2ccco2)NC(=O)NC1=O (stereo unspecified)	7	103	.	1	.	-10	5	12[fluorescence artefact?]	-1
COc1ccccc1Oc1nc2c(c(=O)n(Cc3ccccc3F)c(=O)n2C)n1C	6	108	88	1	3	-2	-9	-4	6
CCn1ncc(C2=NOC(C(=O)Nc3cccc(C(C)=O)c3)C2)c1C (stereo unspecified)	4	96	-4	1.1	19	-22	.	15	.
FC(F)(F)c1ccc(Oc2ccc3c(C(F)(F)F)cc(C(F)(F)F)nc3n2)cc1	.	.	1	.	7	.	-8	.	6
CCn1c(=NC(=O)CSC(C)=O)sc2cc(F)ccc21	11	84[fluorescence artefact?]	2	.	-11	19[fluorescence artefact?]	-2	-7	1
CCc1cc(-c2n[nH]c(=S)n2Cc2ccccc2)cs1	.	.	-3	.	5	.	5	.	-3
COc1ccc(-c2noc(CN(C(=O)c3cccs3)C(C)C)n2)cc1	14	95	.	1	.	-2	0	5	2
Cc1ccc2[nH]c(=O)c3cc(C(=O)NCCN4CCN(C)CC4)sc3c2c1	1	100	0	1	-4	-7	-2	8	2
CCCOC(=O)c1ccc(NC(=O)CCC(=O)OCC)cc1	8	124[fluorescence artefact?]	-2	1.4	-3	-3	-9	-1	7
O=C(Nc1ccc(OC(F)F)c(Cl)c1)c1cccc(OC(F)F)c1	.	.	0	.	39	.	-58	.	58
CCc1nc2oc3ccccc3c(=O)c2c(=O)n1CCOC	4	101	-6	1.2	-14	-7	11	7	-9
CN(Cc1nc(-c2ccccn2)no1)S(=O)(=O)c1ccc(Cl)cc1	11	104	5	1.3	-33	8	9	0	-11
COc1cc(NS(=O)(=O)c2cccc3nsnc23)cc(OC)c1	7	104	1	1.3	-8	-4	14	14	-17
COc1ccc(C(=O)N(Cc2nc(-c3ccc(C)cc3)no2)C2CCCCC2)cc1OC	6	75	3	1.3	-7	-10	.	4	.
COc1ccccc1C(=O)Nc1ccc2c(c1)nc(CCNC(C)=O)n2C	4	104	-2	1.4	-5	-11	-21	5	25
COCCCNC(=O)C1CCN(S(=O)(=O)c2c(C)noc2/C=C\c2ccc(OC)cc2)CC1	.	.	16	1.2	-27	.	-8	.	11
CC1=C(C(=O)Nc2ccccc2)C(c2sccc2C)n2nnnc2N1 (stereo unspecified)	10	91[fluorescence artefact?]	-2	.	-38	2	-4	-24	6
Cc1ccc(O)c(-c2cc(C(F)(F)F)[nH]n2)c1	-1	107[fluorescence artefact?]	.	1.1	.	-6	-10	-2	10
COC(=O)CCC(=O)Nc1ccc(Cl)c(Cl)c1	-5	124	6	1.2	-16	7	14	-16	-14
CCOC(=O)CCSc1nc2c(c(C(F)(F)F)c1C#N)CCC2	4	88	2	1	13	-3	-11	6	14

Single records (already shown). Order of values: Candida biofilm | ERa coact pot | CD11b adhes enh | MT1-MMP txn act | Mac1 fbg inh | ERb SRC1 inh | sEH act | Smad3 inh | sEH inhibitor
`COc1ccccc1Oc1nc2c(c(=O)n(Cc3ccccc3F)c(=O)n2C)n1C` in the list: 6 | 108 | 88 | 1 | 3 | -2 | -9 | -4 | 6
`O=c1[nH]c2ccccc2c(=O)n1Cc1ccccc1` in the list: 6 | 110 | -3 | . | 7 | -2 | 1 | 8 | 0
`CN(Cc1c(F)cccc1Cl)c1ccc(S(=O)(=O)N2CCOCC2)cn1` in the list: 3 | 108 | -2 | 1.1 | -5 | -3 | 22 | -1 | -24

Later entries:
SMILES	Candida biofilm	ERa coact pot	CD11b adhes enh	MT1-MMP txn act	Mac1 fbg inh	ERb SRC1 inh	sEH act	Smad3 inh	sEH inhibitor
Cc1nc2cc(CO)ccc2s1	6	112	-2	1.1	-4	2[fluorescence artefact?]	7	-8	-5
Cc1cc(C)n(-c2ccc(C(=O)Nc3cc(C(F)(F)F)ccc3N3CCOCC3)cc2)n1	4	102	.	1.1	.	-8	.	5	.
CC1CN(c2oc(Cc3cccc4ccccc34)nc2C#N)CC(C)O1 (stereo unspecified)	4	107	1	1.1	-6	0	-5	-1	7
Clc1cccc(-c2cc3nc4c(c(N5CCN(c6cnccn6)CC5)n3n2)CCCC4)c1	4	137	.	1.6	.	1	18	2	-13
c1cc(CNCCCN2CCOCC2)ccn1	4	113	.	1.1	.	-3[fluorescence artefact?]	-4	8	6
COc1ccc(CNc2nc3c(c(=O)[nH]c(=O)n3C)n2Cc2ccccc2C)cc1	4	120	-3	1.1	5	7	6	5	-7
CCn1nc(C(=O)N2CCN(Cc3ccc4c(c3)OCO4)CC2)c2ccccc2c1=O	-2	111	0	1	-7	-2	.	-2	.
Cc1ccnc(N2CCC(C(=O)Nc3nnc(C)s3)CC2)n1	4	91	0	1.2	-10	13[fluorescence artefact?]	10	12	-9
Cn1c(COc2ccc3ccccc3c2)nnc1SCC(N)=O	5	103	4	1	-8	-7	5	3	-7
CCN(CC)CCCNC(=O)Cn1nc(-c2ccccc2)ccc1=O	4	99	-1	1	-1	-7	-17	-1	15
CC(/C=N/NC(=O)Cc1cccn1C)=C\c1ccco1	.	.	-1	.	11	.	-24	.	25
COc1ccccc1N1CCN(C(=O)C2CCN(S(=O)(=O)c3ccc(Cl)cc3)CC2)CC1	.	.	4	1.2	-1	.	-2	.	-2
Cc1nnc(SCC(=O)Nc2ncc3c(n2)CC(c2ccccc2)CC3=O)s1 (stereo unspecified)	0	112	-3	0.9	-1	8	-4	-2	3
O=C(CSc1nc(-c2ccco2)cc(C(F)(F)F)n1)NCCCn1ccnc1	5	97	2	1.2	16	7	3	5	-4
Cc1cc(C(=O)OCC(=O)c2c(N)n(C)c(=O)n(C)c2=O)c(C)o1	4	123	2	1	-7	-1	5	-11	-4
CCc1ccc(-c2nc(C(N)=O)c3[nH]c(=O)n(-c4ccccc4OC)c3n2)cc1	13	300*[fluorescence artefact?]	2	0.5	-4	12[fluorescence artefact?]	-1	-9	4
CCn1cc(C(=O)N2CCc3ccccc32)c(=O)c2cc(S(=O)(=O)N3CCOCC3)ccc21	4	115	0	1	1	-20	-5	8	7
O=C(NCCc1ccc(Cl)cc1)C1CCC(=O)N1Cc1ccc(F)cc1 (stereo unspecified)	6	124	1	.	2	-3	2	-2	-4
COc1cccc(CC(NC(C)=O)C(=O)NC2CCN(c3nc(C)cc(C)c3C#N)CC2)c1 (stereo unspecified)	1	100	2	1.1	-2	1[fluorescence artefact?]	-1	-3	4
Cc1ccc2c(c1)c1c(n2CC(O)CNC(C)(C)C)CCCC1 (stereo unspecified)	.	.	-2	.	-8	.	3	.	-1
CC(=O)c1cccc(NC(=O)CCNS(=O)(=O)c2cccc(C(C)=O)c2)c1	.	93	0	1	1	-2	4	6	-1
CCOc1ccc2nc(NC(=O)c3ccc(S(=O)(=O)N4CCOCC4)cc3)sc2c1	8	118	.	1.1	.	-1	-13	4[fluorescence artefact?]	12
CC(C)(C)NS(=O)(=O)c1ccc(CCC(=O)N2CCOCC2)cc1	6	118	3	1.4	-11	-6	-5	6	7
CCn1c(C(C)NC(=O)c2ccc(OC)c(OC)c2)nc2ccccc21 (stereo unspecified)	7	102	-2	1	3	11	11	-4	-10
CCN1CCCC(OC(=O)Nc2ccccc2)C1 (stereo unspecified)	-4	139	-3	1.3	11	-3	-9	-3	9
CCCCNC(=O)c1onc(CSc2ccc(F)c(F)c2)c1C(=O)O	.	.	1	.	-9	.	11	.	-10
O=S(=O)(Nc1ccc(-n2cccc2)cc1)c1ccccc1	.	.	-1	.	-5	.	-1	.	3
Cc1cc(=O)oc(C)c1C(=O)NCCc1ccccc1	7	112	-1	1.1	5	-5	2	7	-2
COc1ccccc1CNc1nc2ccccc2n1CCN1CCCCC1	2	107	-3	1.4	-4	-1	.	9	.
CC(NS(=O)(=O)c1cccc(Cl)c1)C(=O)Nc1ccc(-c2nc3ccccc3s2)cc1 (stereo unspecified)	.	.	-2	.	11	.	5	.	-3
O=C(Nc1ccc(N2CCN(C(=O)c3ccccc3)CC2)cc1)c1ccc(Br)o1	3	100[fluorescence artefact?]	0	0.8	14	9[fluorescence artefact?]	-24	0	22
CCOC(=O)N1CCN(c2cc(=O)n(-c3ccc(OC)cc3)c(=O)[nH]2)CC1	3	117	-2	1.2	-12	-10	.	9[fluorescence artefact?]	.
CC(=O)Nc1ccc(S(=O)(=O)Nc2c(C)n(C)n(-c3ccccc3)c2=O)cc1	10	106	-4	1	3	-10	-1	-1	2
CC1CCCCN1C(=O)CSc1nc(-c2ccccc2)cc(=O)[nH]1 (stereo unspecified)	6	129	5	1	-20	-2	8	3[fluorescence artefact?]	-6
CCCCCCNC(=O)c1c(O)c2ccccc2[nH]c1=O	4	105	0	1.1	-5	-18[fluorescence artefact?]	-6	9[fluorescence artefact?]	7
CCn1cc(C(=O)Nc2ccc(OC)c(OC)c2)c2cc(OC)c(OC)cc2c1=O	-1	110	-1	0.9	3	-9	4	-7	-7
S=c1[nH]nc(Cc2ccccc2)n1Cc1ccco1	1	109	-1	1	-9	-4	-6	-6	6
COc1ccc(Cn2nnnc2C(c2ccccc2Cl)N2CCN(C)CC2)cc1 (stereo unspecified)	6	125[fluorescence artefact?]	15	1.1	-6	-9	.	0	.
CCCN1CCN(C(=O)CCCn2c(C)c3cnn(-c4ccccc4)c(=O)c3c2C)CC1	1	133	4	1	2	-8	-8	-4	12
FC(F)(F)c1cccc(N2CCN(CC3CC=CCC3)CC2)c1 (stereo unspecified)	-1	96	-1	1	-3	-12	9	19	-7
COc1ccc(Nc2nnc(SCC(=O)Nc3cc(C)on3)s2)cc1	.	.	36	.	4	.	7	.	-9
O=C(N/N=C/C=C\c1ccco1)c1cccnc1	6	100[fluorescence artefact?]	0	1.3	1	19[fluorescence artefact?]	-2	4[fluorescence artefact?]	5

Screens from PubChem.
